# esBAF inh: SWI/SNF esBAF complex inhibition | mouse ES cells, Bmi1-luciferase knock-in reporter, 24 h; 100% = twice the neutral-well signal | reporter increase, % at 12.5 µM | 350,000 tested, 2% active; in the data active = activation above about 40%; inconclusive = no clear call, values can overlap the other calls;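 note: 0% = median of the plate's neutral control wells and 100% = double that signal; a rise in the Bmi1 reporter signal indicates esBAF inhibition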
# GSIS activator: primary screen for activators of insulin secretion dependent on glucose, INS-1E cells, GLuc reporter luminescence | INS-1E GLuc reporter insulin secretion, 2-3 h | 370,000 tested, 0.61% active | activation, % at 16.6 µM | AID 743287;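 active = lowest replicate activation of at least 40%, so every replicate reaches that level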;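 note: 0% = median of neutral control wells and 100% = median of IBMX positive control wells; some compounds called inactive have numbers as strong as hits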
# RAD54 inh: RAD54 (human) branch migration inhibition; RAD54 Holliday junction branch migration, FAM/BHQ fluorescence; inhibition, % at 10.4 µM; 360,000 tested, 0.14% active;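 active = mean normalized replicate activity at least 40 and at least half of replicates scoring 40 or more; inconclusive = only one of the two criteria met; inactive = mean below 40 and under half of replicates reaching 40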;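 note: 0% = median of neutral control wells and 100% = median of positive control wells; inhibitors cause a drop in the FAM fluorescence signal; in these data hits start at about 50%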
# Target sequence (Q92698 whole entry, looked up): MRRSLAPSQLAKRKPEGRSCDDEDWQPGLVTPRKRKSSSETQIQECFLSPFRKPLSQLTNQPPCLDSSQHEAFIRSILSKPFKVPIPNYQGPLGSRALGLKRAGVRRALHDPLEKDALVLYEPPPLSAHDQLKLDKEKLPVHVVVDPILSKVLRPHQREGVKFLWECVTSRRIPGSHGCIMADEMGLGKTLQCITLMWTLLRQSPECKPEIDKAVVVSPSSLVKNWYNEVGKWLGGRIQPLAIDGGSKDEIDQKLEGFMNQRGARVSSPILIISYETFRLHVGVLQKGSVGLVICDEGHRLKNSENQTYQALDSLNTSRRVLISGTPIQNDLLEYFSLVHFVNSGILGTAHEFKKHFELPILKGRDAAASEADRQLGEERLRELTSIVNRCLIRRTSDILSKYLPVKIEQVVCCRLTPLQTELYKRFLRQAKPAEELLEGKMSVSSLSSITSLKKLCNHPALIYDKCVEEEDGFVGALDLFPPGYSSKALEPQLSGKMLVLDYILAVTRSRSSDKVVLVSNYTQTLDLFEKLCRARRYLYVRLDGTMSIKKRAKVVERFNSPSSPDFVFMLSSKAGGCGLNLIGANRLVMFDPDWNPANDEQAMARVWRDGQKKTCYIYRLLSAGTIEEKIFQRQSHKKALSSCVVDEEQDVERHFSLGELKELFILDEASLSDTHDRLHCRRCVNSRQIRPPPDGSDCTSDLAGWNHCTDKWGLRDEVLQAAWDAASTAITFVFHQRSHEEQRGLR
# Xi reactivation: activators of X-chromosome reactivation in mouse fibroblasts; XiGFP mouse fibroblasts, % GFP-positive cells imaging, 3 d; cells co-treated with 5-aza-dC sensitizer; scaled so ellipticine positive control = 100%; activation, % at 7.58 µM; 360,000 tested, 0.055% active;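 active = mean normalized replicate activation at least 10% and every replicate at or above 10%; inconclusive = only one of the two criteria met; inactive = mean below 10% and not all replicates reach 10%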;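 note: 0% = median of on-plate neutral control wells and 100% = ellipticine 6 µM median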
#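 assay system = SV40-immortalized XiGFP fibroblast cells, line 68-5-11 | buffer or medium = DMEM plus 5-aza-dC sensitizer | doses = single-point pinned compound dosing | times = 3-day compound exposure, then 15 min fixation at room temperature | benchmarks = positive control ellipticine, 6 µM final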
# ARNT TACC3 PPI: ARNT/TACC3 interaction disruption; AlphaScreen His-ARNT PAS-B/GST-TACC3 binding, luminescence; TACC3 fragment carries E629A point mutation; inhibition, % at 9.99 µM; 390,000 tested, 0.66% active; AID 623870;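 active = mean inhibition of replicates at least 50% and at least half of replicates each reaching 50%; inconclusive = half or more replicates reach 50% but mean below 50%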;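 note: 0% = complete ARNT plus TACC3 wells and 100% = ARNT alone without TACC3; many hits fall short of the cut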
# RAD52 anneal inh: blocks human RAD52 DNA annealing; P43351; recombinant RAD52 DNA annealing, FRET fluorescence; AID 651710; 360,000 tested, 0.46% active; inhibition, % at 18.7 µM;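 active = every replicate showing at least 50% inhibition; inconclusive = mean inhibition at least 50% but not in every replicate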
# F508del corr: correctors of CFTR F508del function in bronchial epithelial cells | CFBE cells, YFP halide quenching; stimulated with forskolin plus potentiator P3; % fluorescence drop versus neutral controls | activity (quench increase), % at 7.58 µM | 350,000 tested, 0.36% active | AID 720511;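 active = mean added fluorescence quench of at least 8% versus neutral control, with both replicates also reaching 8%; inconclusive = only one of the mean or replicate conditions met; inactive = mean below 8% and not both replicates reaching 8%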;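 note: cells transiently co-express mutant CFTR-F508del with the halide-sensitive YFP; corrector assay measuring rescue of mutant channel to the surface after 24 h compound exposure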
# ERAP1 HTS inh: blocks human ERAP1 aminopeptidase activity; recombinant ERAP1, Leu-AMC fluorescence, 60 min; 340,000 tested, 0.15% active; Q9NZ08; inhibition, % at 10.7 µM; AID 652197;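 active = mean replicate inhibition of at least 30%, or all replicates individually reaching that 30% level; inactive = mean below 30% and not every replicate reaching it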;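 note: 0% = neutral control wells and 100% = L-leucinethiol positive control wells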
# An asterisk follows results filed as active; ? = inconclusive; nt = no result given.
SMILES,esBAF inh,GSIS activator,RAD54 inh,Xi reactivation,ARNT TACC3 PPI,RAD52 anneal inh,F508del corr,ERAP1 HTS inh
Cc1noc(C)c1S(=O)(=O)Nc1ccc2c(c1)C(=O)N([C@@H](C)CO)C[C@H](C)[C@H](CN(C)Cc1ccc3c(c1)OCO3)OCCCC[C@H](C)O2,-7,-3,2,0.2,-18,6,-3.1,0
Cc1cccc(NC(=O)CCCCCN2C(=O)[C@@H]3Cc4ccccc4CN3C2=O)c1,-2,8,nt,0.0,-4,-3,-1.5,3
COc1cc(NC(=O)Cn2c([N+](=O)[O-])cnc2C)c(OC)cc1Cl,-6,-4,-3,0.1,-11,-11,-0.7,0
C[C@H]1CN([C@@H](C)CO)C(=O)c2cccc(NC(=O)Nc3ccc(F)cc3)c2O[C@H]1CN(C)C(=O)NC1CCCCC1,2,2,1,-0.1,5,8,-0.1,1
CCC(=O)n1nc(-c2ccc(Cl)cc2)nc1N,nt,25,nt,0.3,-2,-7,-0.6,2
COc1cc(/C=C/c2[nH]c(=O)[nH]c(=O)c2[N+](=O)[O-])cc([N+](=O)[O-])c1O,-8,-4,-10,0.2,12,14,4.9,12
COc1cc(NC(=O)c2cc(C)nc3ccccc23)cc(OC)c1OC,nt,2,nt,0.2,3,-33,-1.2,0
Cc1cc(NS(=O)(=O)c2ccc(NC(=O)/C=C/c3ccco3)cc2)nc(C)n1,nt,8,0,-0.2,3,-19,-0.7,nt
COc1ccccc1NC(=O)/C(=C\c1cccs1)NC(=O)c1ccco1,-7,-4,nt,-0.1,0,-3,-3.4,nt
C[C@@H]1CN([C@H](C)CO)C(=O)Cc2cc(NC(=O)Nc3cccc4ccccc34)ccc2O[C@@H]1CN(C)Cc1ccc(Oc2ccccc2)cc1,-4,0,7,-0.5,43,5,-1.4,0
COc1cccc(N2CCN(C(=O)c3cc4ccc(OC)cc4[nH]3)CC2)c1,13,10,-7,0.0,9,-12,-0.4,0
COc1cc(NC(=O)CN2C(=O)c3ccccc3Sc3ccc(C(=O)N4CCOCC4)cc32)cc(OC)c1OC,-3,-8,2,-0.1,7,10,-3.3,-1
O=C(CS(=O)(=O)Cc1ccccc1)N1CCN(c2ccccc2F)CC1,nt,8,7,0.0,1,-31,4.4,5
CC(=O)Nc1ccc(-c2ccnc3c2CC(C(=O)Nc2ccc(C(C)C)cc2)O3)cc1 (centres undefined),-4,-13,9,-0.1,nt,-5,0.3,-3
CCOC(=O)c1c(/N=C/C2=C(O)CC(C)(C)CC2=O)sc(C(C)=O)c1C,nt,12,nt,0.0,4,-27,-0.8,3
CO/N=C\CC(=O)Nc1ccc(Cl)c(Cl)c1,2,-5,nt,0.1,-4,0,-0.1,8
COc1ccc(S(=O)(=O)Nc2ccc3c(c2)CC(=O)N([C@@H](C)CO)C[C@@H](C)[C@@H](CN(C)Cc2ccc(-c4ccccc4)cc2)O3)cc1,1,8,-2,0.0,3,-18,0.2,-1
COc1ccc(S(=O)(=O)N(C)C[C@H]2Oc3c(NC(=O)c4nc5ccccc5s4)cccc3C(=O)N([C@@H](C)CO)C[C@@H]2C)cc1,6,13,1,0.0,-11,4,-4.0,0
Cc1cc(S(=O)(=O)N2CCCCC2CCNC(=O)C(=O)NCc2cccnc2)ccc1F (centres undefined),-12,3,4,-0.1,-1,-6,-4.3,3
Cc1ccc(C(C(=O)NC(C)(C)C)N(CCCN2CCOCC2)C(=O)c2ccc(-c3ccccc3)[nH]2)o1 (centres undefined),nt,3,nt,0.3,-7,0,-1.1,-2
CCOc1ccccc1C(=O)OCC(=O)NCCc1ccc(OC)cc1,0,5,4,0.1,-4,1,-0.9,1
CCN(Cc1ccncc1)C(=O)c1ccc2c(c1)S(=O)(=O)c1ccccc1C2=O,nt,19,nt,0.0,nt,-15,0.2,6
COc1ccc(CN2[C@@H]3CNc4ccccc4[C@@H]3[C@@H]2CO)cc1,-7,1,-1,-0.1,0,1,-0.2,-1
COc1ccc(-n2c(SCC(=O)Nc3ccc(NC(C)=O)cc3)nc3ccccc3c2=O)cc1,-2,-1,-3,0.0,-7,-3,-0.5,3
CCc1ccccc1N(C)S(=O)(=O)c1ccc2[nH]cc(C(=O)O)c(=O)c2c1,nt,nt,nt,0.0,-6,-15,-3.0,7
CC(C)c1nc(SCC(=O)N2CCCc3ccccc32)c2c(=O)n(C)c(=O)n(C)c2n1,-1,-18,4,0.0,-1,5,-3.2,8
COc1ccc(CN2CCN(CCC(C)C)C(CCO)C2)cc1Cn1cncn1 (centres undefined),nt,3,nt,0.4,2,-38,1.7,-5
C[C@H](CO)N1C[C@H](C)[C@@H](CN(C)C(=O)Nc2ccc(F)cc2)Oc2c(NC(=O)c3nc4ccccc4s3)cccc2C1=O,-1,-5,5,0.1,-9,-1,-3.1,2
CC1(C)NC(=O)C(CCc2ccccc2)NC1=O (centres undefined),-1,nt,3,0.1,nt,-7,1.9,3
Cc1csc(NC(=O)CCCc2cccs2)n1,?,0,-6,0.0,-5,-14,2.7,-1
O=C(NC(Cc1c[nH]c2ccccc12)C(=O)O)c1ccc(Br)cc1 (centres undefined),nt,-7,nt,0.0,23,-19,0.5,3
CCCCC(=O)Nc1cc2nn(-c3ccc(OC)cc3)nc2cc1C,42*,10,0,nt,-3,-4,-0.1,-4
CCCC(CCC)C(=O)OC1C[C@H]2CC[C@@H](C1)[N+]2(C)C (some centres undefined),-2,9,-4,0.1,0,-6,-1.2,8
CC(C)(C)c1nnc(NC(=O)CCS(=O)(=O)Cc2ccccc2)s1,-10,-1,-4,0.0,3,-10,1.5,-1
COc1ccc(S(=O)(=O)NCc2ccncc2)cc1NC(=O)c1ccccc1C,nt,19,nt,0.0,1,-3,-0.6,1
C[C@H]1CN([C@@H](C)CO)C(=O)c2cc(C3=CCCCC3)cnc2O[C@@H]1CN(C)C(=O)c1ccncc1,2,-6,-15,-0.9,-1,1,2.8,2

# 5 compounds picked at random from the list so far, as already listed:
SMILES,esBAF inh,GSIS activator,RAD54 inh,Xi reactivation,ARNT TACC3 PPI,RAD52 anneal inh,F508del corr,ERAP1 HTS inh
CCc1ccccc1N(C)S(=O)(=O)c1ccc2[nH]cc(C(=O)O)c(=O)c2c1,nt,nt,nt,0.0,-6,-15,-3.0,7
Cc1csc(NC(=O)CCCc2cccs2)n1,?,0,-6,0.0,-5,-14,2.7,-1
CCCC(CCC)C(=O)OC1C[C@H]2CC[C@@H](C1)[N+]2(C)C (some centres undefined),-2,9,-4,0.1,0,-6,-1.2,8
COc1ccc(CN2CCN(CCC(C)C)C(CCO)C2)cc1Cn1cncn1 (centres undefined),nt,3,nt,0.4,2,-38,1.7,-5
CC(C)c1nc(SCC(=O)N2CCCc3ccccc32)c2c(=O)n(C)c(=O)n(C)c2n1,-1,-18,4,0.0,-1,5,-3.2,8

# More entries:
SMILES,esBAF inh,GSIS activator,RAD54 inh,Xi reactivation,ARNT TACC3 PPI,RAD52 anneal inh,F508del corr,ERAP1 HTS inh
COc1ccccc1NC(=O)CSc1nncn1-c1cccnc1,-8,-2,-19,nt,3,-19,0.9,-2
COc1ccc(C(CNC(=O)c2oc3ccc(Cl)cc3c2C)N2CCCCC2)cc1 (centres undefined),2,-41,3,-0.1,0,3,1.4,4
COc1nc(-c2ccccc2)ccc1-c1noc(C)n1,31,nt,6,nt,1,2,nt,2
O=C(NC(=S)N1CCCC1)c1ccc(Cl)cc1Cl,nt,8,-4,-0.1,1,-1,-2.1,0
CCN(CC)S(=O)(=O)c1cccc(NC(=O)C2CC(=O)N(c3ccc4c(c3)OCCO4)C2)c1 (centres undefined),-2,-5,-8,-0.2,2,-9,-2.6,4
COC(=O)C1=C(C)NC(=O)/C1=C\c1ccco1,nt,-9,-14,nt,nt,-27,nt,8
Cc1ccc2cc(CCNC(=O)c3ccc(S(=O)(=O)N4CCCCC4)cc3)c(=O)[nH]c2c1,nt,-23,nt,0.0,-2,-7,-1.7,-2
COc1ccc(CNC(=O)CN(C)S(=O)(=O)c2ccc3c(c2)c(=O)n(C)c(=O)n3C)cc1,-6,5,-5,0.2,0,2,-0.8,0
COc1ccccc1CCc1nnc(CCC(=O)N(C)Cc2cccc3cnccc23)o1,32,3,-3,0.5,nt,-6,1.6,-5
CN1CCCCN2[C@@H](CO)[C@H](c3ccc(-c4ccc(F)cc4)cc3)[C@@H]2C1,0,-7,2,0.0,4,nt,0.7,nt
Cc1nc2scc(C)n2c(=O)c1S(=O)(=O)N1CCN(c2ccccc2)CC1,-5,3,nt,0.1,6,0,-0.2,2
C[C@H](CO)N1C[C@H](C)[C@H](CN(C)C(=O)C2CC2)Oc2ncc(C#Cc3ccccc3F)cc2C1=O,1,-8,-3,-0.5,-5,10,0.9,-1

# Compounds listed so far that contain a tert-butyl group:
SMILES,esBAF inh,GSIS activator,RAD54 inh,Xi reactivation,ARNT TACC3 PPI,RAD52 anneal inh,F508del corr,ERAP1 HTS inh
Cc1ccc(C(C(=O)NC(C)(C)C)N(CCCN2CCOCC2)C(=O)c2ccc(-c3ccccc3)[nH]2)o1 (centres undefined),nt,3,nt,0.3,-7,0,-1.1,-2
CC(C)(C)c1nnc(NC(=O)CCS(=O)(=O)Cc2ccccc2)s1,-10,-1,-4,0.0,3,-10,1.5,-1

# (cont.)
SMILES,esBAF inh,GSIS activator,RAD54 inh,Xi reactivation,ARNT TACC3 PPI,RAD52 anneal inh,F508del corr,ERAP1 HTS inh
O=C(c1ccc(Cn2cc(Br)cn2)cc1)N1CCN(c2ccccc2)CC1,-3,nt,nt,nt,5,-14,0.4,-1
O=C(O)CC1S/C(=N\N=C2CCCCCC2)N(c2ccccc2)C1=O (centres undefined),nt,nt,nt,0.0,-12,-1,-1.4,2
COc1cc2c(cc1OC)C(c1cccs1)N(C(=O)c1cccnc1)CC2 (centres undefined),-9,22,-2,0.0,-30,-5,9.9*,0
NS(=O)(=O)c1ccc(NS(=O)(=O)c2cccs2)cc1,-3,-3,6,nt,0,-14,4.9,0
CCN1CCN(S(=O)(=O)c2ccc(Cl)c(C(=O)NC(C)(C)C)c2)CC1,4,-4,-8,0.0,4,-10,-0.4,-1
O=C(N[C@H]1CC[C@H](CC(=O)N2CCc3ccccc3C2)O[C@@H]1CO)C1CC1,4,-1,-11,0.3,-3,8,-2.2,1
Cc1cccc(Cc2cnc(N3C(=N)SC(C)C3=O)s2)c1 (centres undefined),nt,16,nt,0.1,3,-14,-3.1,-2
COc1cc(Cl)c(C)cc1NC(=O)CSc1sc2c(O)cc(=O)[nH]c2c1C#N,-5,6,-1,0.0,nt,-27,2.1,1
C[C@H]1CN([C@@H](C)CO)C(=O)c2cc(NC(=O)CCCCCC(=O)Nc3ccccc3N)ccc2O[C@H]1CN(C)S(=O)(=O)c1ccccc1,nt,6,nt,-0.1,nt,-19,0.8,0
C/C=C/c1cnc2c(c1)C(=O)N([C@@H](C)CO)C[C@H](C)[C@H](CN(C)C(=O)CN1CCOCC1)O2,1,15,2,-0.8,-6,3,-1.2,2

# Screens from PubChem BioAssay.

# Compounds as they come; 3.3% or so of the library scored in one or more.
